# All columns: NCI-60 one-dose screen, growth in % after 48 h at 10 µM unless noted; 100 = growth as untreated, 0 = no growth, -100 = all killed.
# U251: U251 CNS tumor cells. AID 1794753. 80,000 tested, 5.4% active
# CAKI-1: CAKI-1 renal cancer | 75,000 tested, 4.7% active | AID 1794772
# RXF 393: RXF 393 renal cancer cells; AID 1794773; 77,000 tested, 6.9% active
# SN12C: SN12C renal cancer cells | 81,000 tested, 3.8% active
# UO-31: UO-31 renal cancer; 81,000 tested, 5.2% active
# ACHN: ACHN renal cancer. 81,000 tested, 4.9% active. AID 1794771
# 786-0: 786-0 renal cancer cells; 81,000 tested, 5.1% active; AID 1794775
# TK-10: TK-10 renal cancer cells | AID 1794769 | 81,000 tested, 3.9% active
# A498: A498 renal cancer cells; 76,000 tested, 5.4% active; AID 1794774
# * hit, by the source's call; . = not tested or not shown; & = joins results of further samples. How the source made its calls: active means growth percent below 10; inactive means the rest.
SMILES,U251,CAKI-1,RXF 393,SN12C,UO-31,ACHN,786-0,TK-10,A498
Nc1c(C(=O)Nc2ccccc2)sc2nc3c(cc12)CCCCC3,14,.,-6.0*,45,22,30,16,22,-5.0*
O=[N+]([O-])c1ccc(-c2nc3ccccc3s2)cc1,90,74,96,94,63,86,101,164,70
CCN1CCN(C(=O)[C@]23CC[C@@H](C)[C@H](C)[C@H]2C2=CC[C@@H]4[C@@]5(C)C/C(=C/c6cccc([N+](=O)[O-])c6)C(=O)C(C)(C)[C@@H]5CC[C@@]4(C)[C@]2(C)CC3)CC1,84,42,78,83,81,87,90,129,89
O=S1(=O)O[C@H]2CCCC[C@H]2O1,99,108,114,106,90,102,101,95,109
Cc1ccc2nc(-c3c(-c4ccc(S(C)(=O)=O)cc4)nc4ccccn34)[nH]c2c1,104,85,95,98,78,89,101,.,96
COc1ccc(Nc2nc(SC)nc(-c3cccc([N+](=O)[O-])c3)c2C#N)cc1,.,63,60,64,18,17,22,84,58
Cc1c(C(=O)N[C@@H](Cc2ccccc2)C(=O)C(=O)NCCc2ccccc2)[nH]c2ccccc2c1=O,100,96,112,83,103,101,107,118,87
N=c1c2ccccc2nnn1-c1ccccc1[N+](=O)[O-],.,90,106,107,72,103,107,155,.
C(=C\c1ccncc1)/c1ccncc1,97,129,.,101,85,99,107,102,120
O=C(NCc1ccccc1)C(c1ccc(Br)cc1)N(C(=O)CCc1ccc(O)cc1)C1CC1 (stereo not drawn),90,85,108,.,67,102,95,97,95
CCC/C=C(\C#N)C(=O)O,109,104,108,109,98,106,114,136,110
CN(C)c1cccc(S(=O)(=O)O)c1,105,96,119,108,83,107,106,103,106
Cc1cc(O)c(/C=N/C(=S)Nc2ccc(S(N)(=O)=O)cc2)c(=O)o1,100,98,113,109,92,95,100,89,98
COc1ccc(-c2nc(-c3ccc(-c4nc5ccc(OC)cc5[nH]4)cc3)no2)cc1,100,96,93,105,103,108,93,109,80
O=C1c2cc(Br)ccc2-n2c1nc1cc(Br)ccc1c2=O,92,79,98,77,63,79,89,149,125
CCN(CC)CCCC(C)N=C(C1=C(C(=NC(C)CCCN(CC)CC)c2cccc(OC)c2)C(=O)NC1=O)c1cccc(OC)c1 (stereo not drawn),-51*,-58*,-65*,.,-97*,-64*,-8.8*,-31*,19
CC1CCc2ccccc2N1 (stereo not drawn),99,98,111,91,67,89,103,123,96
CN(C)c1ncc(/C=C2\SC(=S)N(Cc3ccccc3Cl)C2=O)s1,42,79,107,69,48,76,67,97,.
COc1ccc(N=C2C=CC(=O)O2)cc1,106,90,115,101,81,95,107,96,.
C=C(C[n+]1ccccc1)[C@@H]1CC[C@]2(C(=O)OC)CC[C@]3(C)[C@H](CC[C@@H]4[C@@]5(C)CC[C@H](O)C(C)(C)[C@@H]5CC[C@]43C)[C@@H]12,99,91,106,95,74,96,102,113,123
c1ccc2c(c1)CCN(NCCN1CCCC1)C2,94,.,100,95,75,89,101,97,88
O=C1/C(=C\c2cn(-c3ccccc3)nc2-c2ccccc2)CCc2ccccc21,104,67,66,95,59,96,89,87,70
COc1cc(-c2[nH]c(=S)[nH]c(=O)c2C#N)cc(OC)c1OC,103,100,109,102,90,102,91,108,81
CC(=O)N1N=C(c2ccc(Nc3nc(Nc4ccc(F)cc4)nc(Nc4ccc(Cl)cc4)n3)cc2)CC1c1ccco1 (stereo not drawn),54,68,42,85,64,77,82,110,75
O=C(OCCN(CCOC(=O)c1ccc([N+](=O)[O-])cc1)c1c[nH]c(=O)[nH]c1=O)c1ccc([N+](=O)[O-])cc1,108,96,123,90,69,99,109,118,105
COc1ccc(C2C3=C(COC3=O)N(CCO)c3cc4c(cc32)OCO4)cc1OC (stereo not drawn),98,98,81,95,96,101,84,105,79
COc1ccc(C(=O)/C=C/Nc2cccc(S(N)(=O)=O)c2)cc1,101,92,107,101,100,98,93,89,103
O=C(Nc1nc2ccc(O)cc2s1)c1ccc(C(F)(F)F)cc1,63,47,99,63,34,48,59,96,82
O=C(CSc1nnc2sc(Nc3ccc(C(F)(F)F)cc3)nn12)c1ccc(F)cc1,94,78,107,98,74,93,103,126,108
CCCCCCCCN1C(=O)/C(=c2\sc3n(c2=O)NC2C(N=3)N(CC)C(=O)N2CC)c2ccccc21 (stereo not drawn),89,70,71,90,66,101,93,97,71

# Results in TK-10, for three of the compounds above:
SMILES | TK-10
COc1ccc(N=C2C=CC(=O)O2)cc1 | 96
CC(=O)N1N=C(c2ccc(Nc3nc(Nc4ccc(F)cc4)nc(Nc4ccc(Cl)cc4)n3)cc2)CC1c1ccco1 (stereo not drawn) | 110
CC1CCc2ccccc2N1 (stereo not drawn) | 123

# Additional structures:
SMILES,U251,CAKI-1,RXF 393,SN12C,UO-31,ACHN,786-0,TK-10,A498
O=C1c2c(c3c4cc(F)ccc4oc3c3[nH]c4ccc(Br)cc4c23)C(=O)N1O,19,22,29,19,9.0*,-34*,15,137,119
CC(=O)CC(C)=Nc1ccc(Cl)cc1,84,70,97,91,65,38,97,113,88
O=C(Nc1ccc(-n2ccc3c(NC(=O)c4ccccc4)ncnc32)cc1)Nc1ccc(Cl)c(C(F)(F)F)c1,-80*,-37*,-57*,16,24,4.2*,37,.,18
O=C(CS(=O)(=O)Cc1ccccc1)c1ccccc1,103,99&99,102&96,102&13,97&86,104&92,105&106,112&99,97&111
COC(=O)C1=C(C)Nc2ncnn2C1c1ccccc1 (stereo not drawn),98,96,.,109,85,103,.,99,134
CC(=O)C(N=Nc1ccc(Cl)cc1[N+](=O)[O-])C(=O)Nc1ccccc1Cl (stereo not drawn),99,76,90,95,71,93,103,136,125
NS(=O)(=O)c1ccc(Nc2nc(SCC(=O)c3ccc(Br)cc3)nc3c2CCCC3)cc1,85,69,56,89,84,93,88,100,.
COc1cc(Cc2cc(-c3ccccc3)nn(Cc3ccccc3)c2=O)cc(OC)c1OC,33,44,32,41,22,28,50,45,51
Cc1ccc(-c2nc3nc(-c4ccccc4)nc(N4CCN(S(=O)(=O)c5ccccc5)CC4)c3o2)cc1,79,84,66,94,99,72,61,79,99
CC(=O)CCCN1C(=O)c2ccccc2C1=O,105,.,113,100,91,101,99,95,108
COc1ccc(-n2nc(C(=O)Nc3ccc(C(=O)O)cc3)nc2-c2cc(OC)c(OC)c(OC)c2)cc1,105,101,.,100,73,98,.,97,84
CSc1[nH]c2ncnc(N)c2c1C#N,107,38,151,99,76,97,100,85,125
Cc1cc(C)n2nc(SCC(=O)Nc3sc4c(c3C(N)=O)CCC4)nc2n1,99,95,117,103,74,112,96,125,96
CC(C)c1ccc(C(=O)Nc2sc3cc(O)ccc3c2C#N)cc1,29,40,45,34,25,47,31,63,-0.8*
COC(=O)c1[nH]c(=O)c(C#N)c(C(=O)OC)c1C(=O)c1cccnc1,95,88,114,104,.,109,107,110,102
CCCCCCCCOc1ccc(/C=N/Nc2cc(C)nc3ccc(Br)cc23)cc1,17,84,88,68,65,52,29,90,.
NC(=O)c1cccc(-c2ccccc2N2CCCCC2)c1,98,83,.,94,82,95,85,103,95
COc1cc(CNC(=O)/C=C/c2ccccc2)ccc1OCc1cn(-c2ccc([N+](=O)[O-])cc2)nn1,94,90,.,102,85,100,98,109,93
O=c1[nH]n(-c2ccccc2)c(=O)c2ccccc12,101,99,.,106,99,104,99,95,93
CCN(CC)CCCC(C)Nc1c(C)cnc2ccc(C)cc12 (stereo not drawn),99,96,.,97,77,95,94,105,85
COc1ccc(-c2cc(-c3ccc(Cl)cc3)nc(NCCCCNc3ccnc4cc(Cl)ccc34)n2)cc1,71,64,26,77,35,92,74,107,3.1*
O=C(N/N=C/c1ccc2c(c1)CCN2)c1cccs1,.,99,84,86,91,105,92,107,84
O=c1[nH]c2ccccc2cc1-c1nnc(Cc2ccccc2)o1,72,.,76,74,40,66,58,112,106
CC1(C)OC2OC(C(O)Cn3cc(COc4ccc5ccc(=O)oc5c4)nn3)[C@@H](OCc3ccccc3)C2O1 (stereo partly drawn),102,98,88,105,80,108,100,104,110
O=Cc1nc2ccccc2[nH]1,92,93,112,101,76,106,101,97,105
O=C1S/C(=C/c2ccc(O)cc2)C(=O)N1c1nc(N2CCCC2)nc(N2CCCC2)n1,96,95,117,106,79,111,95,117,74
CCCCN(C)c1nc2c(c(C#N)c1C#N)CCCCC2,102,88,102,96,78,87,99,87,84
CC1(c2ccc(N)cc2)N=C(N)Nc2nc3ccccc3n21 (stereo not drawn),71,102,55,102,106,94,89,89,114
CCCn1nc(C(=O)N(C)C)c2c1CCC(NCc1ccc(F)cc1)C2 (stereo not drawn),104,91,128,103,94,113,97,88,92
O=C(CNc1c(Cl)cccc1Cl)Nc1ccc(-c2nc3ccccc3s2)cc1,28,29,87,48,74,42,24,106,.
CCOc1ccc(C(C)=O)cc1NC(=O)c1cccc(-c2nnn(CC)n2)c1,22,33,-1.9*,.,38,51,36,64,-6.0*
N#C/C(=C\c1ccc(-c2ccccc2Cl)o1)C(=O)c1c[nH]c2ccccc12,100,90,94,97,84,100,98,191,101
COc1cc2c(cc1OC)C(=O)/C(=C/c1cc(C)c(O)c(C)c1)S2,27,44,-6.0*,50,55,45,40,66,.
O=C(Cn1cc(CN2C(=O)c3ccccc3S2(=O)=O)nn1)Nc1ccc(Cl)cn1,101,93,94,98,90,99,98,100,96
Cc1nonc1C,98,97,106,102,78,98,106,104,116
Nc1cc2ccccc2c(=O)n1NC(=O)c1ccc([N+](=O)[O-])cc1,101,74,102,96,63,93,95,129,129
O=C(Nc1ccc(NC(=O)c2ccc([N+](=O)[O-])cc2)cc1)c1ccc([N+](=O)[O-])cc1,99,107,120,115,93,106,108,112,132
CC[C@H](Nc1ncnc2nc[nH]c12)c1nc(NCCCCCC(=O)NO)c2ccccc2n1,94,.,112,99,86,104,99,80,109
CCC1=C(Nc2ccccc2)COC1=O,102,65,89,93,85,102,88,102,114

# Nothing new here: an excerpt of the list.
SMILES,U251,CAKI-1,RXF 393,SN12C,UO-31,ACHN,786-0,TK-10,A498
Nc1c(C(=O)Nc2ccccc2)sc2nc3c(cc12)CCCCC3,14,.,-6.0*,45,22,30,16,22,-5.0*
O=[N+]([O-])c1ccc(-c2nc3ccccc3s2)cc1,90,74,96,94,63,86,101,164,70
CCN1CCN(C(=O)[C@]23CC[C@@H](C)[C@H](C)[C@H]2C2=CC[C@@H]4[C@@]5(C)C/C(=C/c6cccc([N+](=O)[O-])c6)C(=O)C(C)(C)[C@@H]5CC[C@@]4(C)[C@]2(C)CC3)CC1,84,42,78,83,81,87,90,129,89
O=S1(=O)O[C@H]2CCCC[C@H]2O1,99,108,114,106,90,102,101,95,109
Cc1ccc2nc(-c3c(-c4ccc(S(C)(=O)=O)cc4)nc4ccccn34)[nH]c2c1,104,85,95,98,78,89,101,.,96
COc1ccc(Nc2nc(SC)nc(-c3cccc([N+](=O)[O-])c3)c2C#N)cc1,.,63,60,64,18,17,22,84,58
Cc1c(C(=O)N[C@@H](Cc2ccccc2)C(=O)C(=O)NCCc2ccccc2)[nH]c2ccccc2c1=O,100,96,112,83,103,101,107,118,87
N=c1c2ccccc2nnn1-c1ccccc1[N+](=O)[O-],.,90,106,107,72,103,107,155,.
C(=C\c1ccncc1)/c1ccncc1,97,129,.,101,85,99,107,102,120
O=C(NCc1ccccc1)C(c1ccc(Br)cc1)N(C(=O)CCc1ccc(O)cc1)C1CC1 (stereo not drawn),90,85,108,.,67,102,95,97,95
CCC/C=C(\C#N)C(=O)O,109,104,108,109,98,106,114,136,110
CN(C)c1cccc(S(=O)(=O)O)c1,105,96,119,108,83,107,106,103,106
Cc1cc(O)c(/C=N/C(=S)Nc2ccc(S(N)(=O)=O)cc2)c(=O)o1,100,98,113,109,92,95,100,89,98
COc1ccc(-c2nc(-c3ccc(-c4nc5ccc(OC)cc5[nH]4)cc3)no2)cc1,100,96,93,105,103,108,93,109,80
O=C1c2cc(Br)ccc2-n2c1nc1cc(Br)ccc1c2=O,92,79,98,77,63,79,89,149,125
CCN(CC)CCCC(C)N=C(C1=C(C(=NC(C)CCCN(CC)CC)c2cccc(OC)c2)C(=O)NC1=O)c1cccc(OC)c1 (stereo not drawn),-51*,-58*,-65*,.,-97*,-64*,-8.8*,-31*,19
CC1CCc2ccccc2N1 (stereo not drawn),99,98,111,91,67,89,103,123,96
CN(C)c1ncc(/C=C2\SC(=S)N(Cc3ccccc3Cl)C2=O)s1,42,79,107,69,48,76,67,97,.

# Rows are unselected. Share with any hit: about 12%.
